HCV inh = inhibitors of hepatitis C virus infection; Potency, µM (top dose mostly 41.8 µM), for the others: at the highest dose activity change, negative = inhibition, actives largely listed as inhibitors; Huh7.5.1 HCVcc-Cre infection, luciferase reporter, 44 h; AID 651820; 3.4% of 340,000 active; also: potency is read from the fitted curve at half-maximal effect; % is scaled to controls: 0 for no effect and ±100 for the full control effect
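Antiviral activity was scored by luciferase reporter output from cells infected with HCVcc-Cre (~0.5 moi) in presence of compound, 44 h infection period, cells seeded 1,000/well 4 h prior.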
Cycloheximide cs = affects cycloheximide protein synthesis inhibition readout, counter-screen; cell reporter, cycloheximide protein synthesis inhibition counterscreen; max response, %; 12% of 300,000 active; in the data active = max response mostly above about 13%, no sharp cut-off; inactive = mostly below about 14%; also: read at 38.3 µM for the half of the compounds with a filed dose; 0% is about no effect
Shiga inhibitor = inhibitors of Shiga toxin in Vero cells. Vero cells, Shiga toxin protein synthesis inhibition reporter. inhibition, % at 38.7 µM. 9.2% of 290,000 active; in the data active = inhibition mostly above about 28%, no sharp cut-off; inactive = mostly below about 43%; also: 0% is about no effect
Pf growth 96h = inhibits malaria parasite growth, 96 h | Potency, µM (highest dose often 28.7 µM), inactives show at the highest dose activity change, negative = inhibition, hits mostly inhibitors | 6.9% of 320,000 active | P. falciparum luciferase reporter growth, 96 h; also: potency is read from the fitted curve at half-maximal effect; % is scaled to controls: 0 for no effect and ±100 for the full control effect
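Compounds incubated with erythrocytes infected by luciferase-expressing P. falciparum (2% hematocrit, 0.05% parasitemia final) for 96 hours, 37 C in 5% CO2. Growth inhibition scored as decreased luciferase luminescence.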
Pf growth 48h = inhibits P. falciparum growth in the first generation, 48 h; P. falciparum luciferase growth in erythrocytes, 48 h; Potency, µM (highest dose often 28.7 µM), for the others: top-dose activity change, negative = inhibition, actives largely listed as inhibitors; 5.9% of 310,000 active; AID 504832; also: potency is read from the fitted curve at half-maximal effect; % is scaled to controls: 0 for no effect and ±100 for the full control effect
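Cell-based growth assay: transgenic P. falciparum expressing firefly luciferase, cultured in red cells within RPMI 1640 containing 0.5% w/v Albumax, 24 mM bicarbonate and gentamycin. A drop in luciferase activity indicates inhibition.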
FBPA Giardia inh = Giardia lamblia aldolase inhibition; purified Giardia FBPA; AID 2451; 0.71% of 290,000 active; Potency, µM (highest dose often 59.6 µM), without a hit: top-dose activity, negative = inhibition, actives largely listed as inhibitors; also: potency is read from the fitted curve at half-maximal effect; % is scaled to controls: 0 for no effect and ±100 for the full control effect; nearly all actives have a fitted effect of over 55% in size
Target sequence (A8B2U2 whole entry, looked up): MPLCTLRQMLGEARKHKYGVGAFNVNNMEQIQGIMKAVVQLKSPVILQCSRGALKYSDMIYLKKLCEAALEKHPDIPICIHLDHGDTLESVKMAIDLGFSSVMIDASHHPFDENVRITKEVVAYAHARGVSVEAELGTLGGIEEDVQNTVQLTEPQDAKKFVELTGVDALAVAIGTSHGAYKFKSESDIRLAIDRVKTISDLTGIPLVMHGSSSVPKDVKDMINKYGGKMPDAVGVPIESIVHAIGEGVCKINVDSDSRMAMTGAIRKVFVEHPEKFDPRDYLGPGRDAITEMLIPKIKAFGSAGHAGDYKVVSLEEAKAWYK
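40 nM FBPA preincubated 10 min at RT with compound (up to 57.5 uM final), then substrate plus GAPDH/TPI/NAD/arsenate coupling and diaphorase/resazurin added. Fluorescence read after 20 min at RT, 525/598 nm.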
* marks the source's active call; other numbers are inactive results; ? = inconclusive; · = not tested or not shown; [ ] = another dose, or the depositor's remark. Unless noted, calls follow the shape of the dose curve; as a rule, active = well fitted curve in the direction sought with a large enough effect; inconclusive = small, poorly fitted or top-dose-only effect, or another doubt; inactive = no such curve, though single readings can be large; an effect the other way counts as inactive or inconclusive.

Below each compound: HCV inh	Cycloheximide cs	Shiga inhibitor	Pf growth 96h	Pf growth 48h	FBPA Giardia inh
CO/N=C/NC(=O)c1ccc([N+](=O)[O-])c(CS(=O)(=O)c2ccc(Cl)cc2)c1
→ 18%	-3	-5	34%[activator]	-4%	0%
COc1ccc(CCNC(=O)CSc2nncs2)cc1
→ 11%	5	14	2%	-3%	5%
CS(=O)(=O)c1ccc(Cl)c(NC(=O)CSc2nnc(-c3cccs3)n2N)c1
→ 6%	·	·	-10%	?	·
CCOC(=O)c1cccc(NS(=O)(=O)c2c(C)[nH]c(C)c2C(=O)N2CCCC2)c1
→ 16%	-5	1	?	3%	1%
O=C(NCCOC(=O)c1c(F)cccc1Cl)c1c(F)cccc1Cl
→ -17%	-5	-13	?	?	-3%
CCC1CN(C(=O)NCc2ccc(F)cc2)c2cc(Cl)ccc2O1 (configuration not stated)
→ ?	7	-2	3%	?	2%
CCOC(=O)N1CCN(C(=O)c2ccc(OCC)c(OCC)c2)CC1
→ -4%	-3	7	165%[activator]	-1%	1%
COc1ccc(-c2noc(C3CCCN(C(=O)c4cccc(F)c4)C3)n2)cc1 (configuration not stated)
→ ?	-2	·	24%	-1%	-6%
CCN(CC)c1nc(N)c2c(N)n(-c3ccccc3C)c(=S)c(C#N)c2c1C#N
→ 1%	6	16	·	12%	?
O=C(Nc1nnc(-c2ccccc2Cl)s1)C1CCN(S(=O)(=O)c2ccc(Cl)cc2)CC1
→ 1%	-1	-11	59%[activator]	2%	0%
COC(=O)c1ccc(NC(=S)NC(=O)c2c(-c3ccccc3)noc2C)cc1
→ 16%	-3	10	8%	?	?
O=C(COc1cccc(Cl)c1)N/N=C\c1cc2ccccc2nc1Cl
→ 5%	-5	-15	3%	-12%	4%
CCN1CCN(C(=O)c2ccc(CS(=O)Cc3ccc(C)cc3)o2)CC1 (configuration not stated)
→ 8%	2	16	?	9%	9%
Cc1ccc(CNC(=O)CCCn2c(=O)[nH]c3ccccc3c2=O)cc1
→ 3%	-5	-4	?	?	3%
CCCCNC(=O)CCn1c(=O)c2ccccc2n(Cc2ccc(F)cc2)c1=O
→ -1%	1	-18	1%	-1%	0%
NC(=O)c1cc[n+](CC2=C(C(=O)O)N3C(=O)[C@@H](NC(=O)C(c4ccccc4)S(=O)(=O)[O-])[C@H]3SC2)cc1 (some centres not stated)
→ 0%	-3	-17	-2%	4%	-2%
O=C(NCc1cccc(Cl)c1)c1ccc(-c2csnn2)cc1
→ -8%	12	-10	69%[activator]	41%[activator]	3%
CCOC(=O)CNC(=O)CSc1nc2nc(C)c(Br)cc2[nH]1
→ 2%	-3	-3	16%	-4%	3%
C/C(CC(=O)Nc1ccc2c(c1)OCCO2)=N\NC(=O)Cc1ccc(Cl)cc1
→ -23%	-2	129*	?	7%	-4%
O=C(CSc1nnc(-c2ccncc2)n1Cc1ccccc1)NC1CCCc2ccccc21 (configuration not stated)
→ 20%	-4	-17	?	?	6%
Cc1ccc(S(=O)(=O)N(C)CC(=O)Nc2ccccc2)cc1
→ -19%	3	-14	?	·	2%
Cc1c(OC(=O)c2ccc([N+](=O)[O-])cc2)c2c(c[n+]1C)COC(C)(C)OC2
→ -3%	0	-3	?	40%[activator]	-22%
CCOC(=O)N1CCN(C(=O)c2cn(CCOC)c(=O)c3c2c2ccccc2n3C)CC1
→ 5%	9	2	2%	?	3%
O=C(CCCN1C(=O)/C(=C/c2ccccc2Cl)SC1=S)N1CCCC1
→ ?	-2	-1	9.3µM*	?	21%
CC(Oc1cc2oc(=O)c3c(c2cc1Cl)CCCC3)C(=O)NCCN1CCOCC1 (configuration not stated)
→ 15%	-3	-14	2%	4%	1%
CCOC(=O)c1c(NC(=O)CSc2ccccc2C(=O)O)sc(C)c1C
→ 16%	2	-3	-12%	66%[activator]	11%
CCN(c1cc(C)cc(C)c1)S(=O)(=O)c1nnc(NC(=O)c2ccco2)s1
→ 6%	-4	-8	12µM*	-12%	·
CCOC(=O)c1cc(NC(=O)c2cccs2)ccc1N1CCOCC1
→ ?	11	-4	21%	-19%	1%
CCOc1cc(-c2nc3n(c(=O)c2C#N)CCS3)ccc1O
→ 12%	1	-6	16%	24%	13%
Cc1ccc(-n2c(SCC(=O)Nc3ccc4c5c(cccc35)CC4)nc(O)cc2=O)cc1
→ -21%	-3	-12	2.6µM*	2.9µM*	-2%

Laid out differently: entries from further up
Compound	HCV inh	Cycloheximide cs	Shiga inhibitor	Pf growth 96h	Pf growth 48h	FBPA Giardia inh
CCOC(=O)c1cc(NC(=O)c2cccs2)ccc1N1CCOCC1	?	11	-4	21%	-19%	1%
CCOc1cc(-c2nc3n(c(=O)c2C#N)CCS3)ccc1O	12%	1	-6	16%	24%	13%
Cc1ccc(-n2c(SCC(=O)Nc3ccc4c5c(cccc35)CC4)nc(O)cc2=O)cc1	-21%	-3	-12	2.6µM*	2.9µM*	-2%

Returning to the listing with the 2 entries that preceded the break.
Below each compound: HCV inh	Cycloheximide cs	Shiga inhibitor	Pf growth 96h	Pf growth 48h	FBPA Giardia inh
CCOc1cc(-c2nc3n(c(=O)c2C#N)CCS3)ccc1O
→ 12%	1	-6	16%	24%	13%
Cc1ccc(-n2c(SCC(=O)Nc3ccc4c5c(cccc35)CC4)nc(O)cc2=O)cc1
→ -21%	-3	-12	2.6µM*	2.9µM*	-2%
O=C(CSC(=S)N1CCCC1)NCCc1ccccc1
→ 22%	·	·	35%[activator]	57%[activator]	·
Cc1cc(Br)ccc1SCC(=O)OCC(=O)NC1CC1
→ 11%	12	30	0%	20%	0%
Cc1cc(C)cc(NC(=O)Cn2cc3c(n2)CCCCC3)c1
→ ·	7	-17	?	·	15%
O=C(N/N=C/c1ccccn1)c1cc(-c2ccncc2)nc2ccccc12
→ 32%[activator]	-3	-4	?	?	-2%
CC(C)Cn1nc(C(=O)Nc2cccc(C(=O)NC3CC3)c2)c2ccccc2c1=O
→ ?	·	·	?	?	·
COc1ccc2nc(N3C(=O)CC(Cc4ccc(C)cc4)C3=O)sc2c1 (configuration not stated)
→ 0%	-7	-12	64%[activator]	-2%	4%
COc1cccc(CN2CCN(C3CCOCC3)CC2CCO)c1 (configuration not stated)
→ 9%	1	-5	37%[activator]	43%[activator]	3%
CCN(CC(=O)NCc1ccc(Cl)cc1)C(=O)CSc1ccccc1
→ 22%	·	·	0%	12%	·
Cc1nn2cc(-c3cccc(Cl)c3)cnc2c1Cl
→ 0%	33*	124*	471%[activator]	188%[activator]	-1%
O=C(c1ccc2nsnc2c1)N1CCN(c2ccc([N+](=O)[O-])cc2)CC1
→ ?	6	-7	?	-22%	-11%
COC(=O)Nc1ccc([N+](=O)[O-])cc1OC
→ 1%	-3	-26	·	26%	0%
Cc1ccccc1NS(=O)(=O)c1ccc(C(=O)N2CCCCCC2)cc1
→ 4%	·	·	15%	-8%	·
CC1(C(=O)N2CCN(C(=O)c3ccco3)CC2)CC1(Br)Br (configuration not stated)
→ 10%	-1	-33	4%	25%	·
Cc1ccc(-c2nc(CSc3nc4ccccc4c(=O)n3C)cs2)cc1
→ 0%	4	15	0%	-4%	3%
O=C(CSc1nc2ccccc2c(=O)n1-c1ccccc1F)Nc1ccc2c(c1)CCC2
→ ?	-1	-3	?	?	0%
Cc1noc(C)c1S(=O)(=O)N1CCC(C(=O)N2CCC(N3CCCCC3)CC2)CC1
→ 7%	-2	24	?	·	-5%
CCOCc1cnc(C)nc1NCC(=O)c1c(C)[nH]c2ccccc12
→ 21%	-2	-13	1.7µM*	2.1µM*	4%
CC(=O)c1ccc(-c2c(C3C4C=CCCC4(C)C(=O)N3Cc3ccccc3)ccc3ccccc23)cc1 (configuration not stated)
→ ·	-8	0	·	·	0%
COc1cc(C2c3c(oc4ccccc4c3=O)C(=O)N2Cc2ccco2)ccc1O (configuration not stated)
→ -12%	-1	-1	-17%	?	-1%
COc1ccc(-c2nnc(SCC(=O)c3ccc(C)o3)o2)cc1
→ ?	13*	33	4%	28%	2%
Cc1nc(Sc2ccccc2)c(C#N)c(C)c1[N+](=O)[O-]
→ ?	-3	-13	?	7.4µM*	2%
CN(C)S(=O)(=O)c1cc(NC(=O)CN2C(=O)NC3(CCCc4ccccc43)C2=O)ccc1Cl (configuration not stated)
→ ?	5	16	0%	-12%	-9%
O=C(CSc1ncccn1)NCCC1=CCCCC1
→ ?	·	·	17%	40%[activator]	·
COc1ccc(C)cc1NC(=O)C(CCS(C)(=O)=O)NC(C)=O (configuration not stated)
→ 15%	-3	-11	36%[activator]	14%	5%
CC1CCc2nn(CC(=O)NCCCN3CCCCC3)cc2C1 (configuration not stated)
→ 0%	1	-16	299%[activator]	·	0%
O=C(O)/C=C/C(=O)Nc1ccc(OC(F)(F)F)cc1
→ 11%	8	5	42%[activator]	5%	7%
O=c1cc(CSc2nnc(-c3cccs3)n2Cc2ccccc2)nc2sc3ccccc3n12
→ ?	7	13	126%[activator]	?	6%
O=C1OCC2=C1C(c1ccc(Cl)cc1)CC(=O)N2c1ccc(F)cc1 (configuration not stated)
→ 14%	-5	-8	41%[activator]	-8%	4%
CC(=O)NCCOC(=O)c1nn(Cc2ccccc2)c(=O)c2ccccc12
→ -6%	-5	-4	3%	2%	-4%
CC(=O)N1CCCc2cc(S(=O)(=O)N3CCN(c4ccccn4)CC3)ccc21
→ -2%	0	21	?	-26%	2%
Cc1nonc1NC(=O)CSc1cn[nH]n1
→ 10%	-4	-7	5%	2%	?
Cc1cc(C(=O)CSc2nnc(-c3ccc(Cl)cc3)n2C)c(C)n1CC1CCCO1 (configuration not stated)
→ -20%	10	-11	0%	?	·
COc1ccccc1NC(=O)CSc1n[nH]c(Cc2ccccc2)n1
→ -22%	8	10	?	-8%	·
O=C1CSC(c2cccnc2)N1Cc1ccc(Cl)c(Cl)c1 (configuration not stated)
→ 4%	4	-16	-11%	?	11%
Cc1ccc(O)c(C(=O)c2cc(C(=O)NCCC(C)C)c(=O)n(CCC(C)C)c2)c1
→ 10µM*	1	14	3.3µM*	?	-9%
CCOC(=O)C1=C(CC)Nc2ccccc2N=C1NC(=O)c1cccc(S(=O)(=O)N2CCOCC2)c1
→ -3%	·	·	?	?	·
Cc1cccc(C(=O)NC(C(=O)Nc2ccccc2N2CCOCC2)C(C)C)c1 (configuration not stated)
→ 0%	-2	-21	?	?	1%
CCNS(=O)(=O)c1ccc(CCC(=O)NCc2ccc3c(c2)OCO3)cc1
→ 16%	0	-4	0.41µM*	-18%	1%
O=C(O)C1C2C=CC(C2)C1C(=O)NCCCN1CCCC1=O (configuration not stated)
→ 21%	9	2	-18%	?	·
Cc1nn(-c2ccc(Cl)cc2Cl)c(C)c1C(=O)O
→ 9%	-1	15	52%[activator]	-7%	3%
O=C(NC1CCCc2ccccc21)c1cn2ccccc2n1 (configuration not stated)
→ ?	19*	15	1%	8%	-4%
COc1ccc(CNc2nc3nc(C)c(Cl)c(C)n3n2)cc1
→ 16%	35*	56*	39%[activator]	38%[activator]	0%
O=C(NCc1ccc2c(c1)OCO2)c1nc(Cn2cc([N+](=O)[O-])cn2)no1
→ 21%	1	-3	24%	9%	4%
COc1ccc(/C=N/N2CCOCC2)cc1Cn1nc(C)c([N+](=O)[O-])c1C
→ -20%	7	18	?	-34%	-1%
COc1ccccc1/C=C/C=N/NC(=O)c1cnccn1
→ 13%	35*	64*	?	27%	-10%
Cc1cc(C)cc(NC(=O)COc2ccc3c(C)c(Cc4ccccc4)c(=O)oc3c2)c1
→ 9%	-3	-10	?	8.3µM*	2%
COc1cc(OC)c(OC)cc1CNCc1ccc2c(c1)OCO2
→ 1%	6	9	10%	17%	?
COc1ccc(/C=C2\CCC/C(=C\c3ccc(OC)c(OC)c3OC)C2=O)c(OC)c1OC
→ ?	1	-7	21%	?	10%

Random draw from the library; overall some 24% were active at least once.
